IkB sig inh – IkB pathway inhibition in ABC-DLBCL cells | ABC-DLBCL IkBa-CBG/CBR dual luciferase ratio, 4 h; response scale: scaled: untreated 0%, proteasome inhibitor 100% | Potency, µM (top dose mostly 57.1 µM), for the others: at the highest dose IkBa stabilization activation | actives 0.04% (n = 110,000) | AID 445; active = well fitted curve in the direction sought with a large enough effect in the signal ratio, not every such curve was filed as active; inconclusive = small, poorly fitted or top-dose-only effect, or a change in a side signal; the % refers to the signal ratio;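 note: the direction sought is a rising ratio; 0% = basal untreated cells and 100% = reference inhibitor full response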
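Curves were fitted separately to fusion (green), unfused (red) and ratio luminescence, then classed by r2, magnitude and activity. Cells: OCI-Ly3, 4 h compound plus doxycycline at 37C; 10 uM MG-132 defined full response.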
Peg3 imprint – induces erasure of genomic imprints in mouse ES cells; actives 0.02% (n = 110,000); Potency, µM (doses to about 60.7 µM), inactives show at the highest dose activity change, positive = activation, most hits filed as activators; mouse ES Peg3-LacZ reporter, beta-gal luminescence, 40 h;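 note: 0% = negative control wells on the plate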
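Gelatin-coated wells received 300 freshly trypsinized female ES cells with a Peg3LacZ-Neo reporter on the maternal allele, then incubated 40 hours at 37C. BetaGlo was added for 5 minutes at room temperature before a single luminescence read.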
p53ts 39C kill – kills p53ts cells at the nonpermissive temperature; AID 902; actives 1.5% (n = 130,000); H1299-p53A138V viability at 39C, ATP luminescence, 24 h; Potency, µM (top dose mostly 46.1 µM), for the others: at the highest dose activity change, negative = cell killing, actives largely listed as cytotoxic; note: nearly all actives have a fitted effect of over 55% in size
p53ts 32C kill – p53ts cell cytotoxicity, permissive temperature; H1299-p53A138V at 32C, ATP luminescence viability, 24 h; Potency, µM (titrated, usually from 46.1 µM), for inactives: at the top dose activity change, negative = cytotoxicity, hits mostly cytotoxic; actives 0.93% (n = 130,000);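 note: 0% = DMSO and -100% = full killing by reference compound; nearly all actives have a fitted effect of over 55% in size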
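ATP-content luminescence (ATPlite) read-out after 24 h compound exposure at 32C in H1299-p53A138V cells (600/well). Tested up to 46 uM. Normalized to DMSO (0%) and 100 uM tamoxifen (100% killing); Hill-fit AC50.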
Numbers without * were called inactive; ? = inconclusive; . = not tested or not shown; & = joins results of further samples; [ ] = dose if it differs, or a comment. Unless noted, calls come from the whole dose curve; as a rule, active = well fitted curve in the direction sought with a large enough effect; inconclusive = small, poorly fitted or top-dose-only effect, or another doubt; inactive = no such curve, though single readings can be large; an effect the other way counts as inactive or inconclusive. Unless noted, % is set by controls: 0 for no effect and ±100 for the full control effect; potency is the fitted concentration of half-maximal effect. Rows are unselected (roughly 1.8% active in at least one column).

Compound	IkB sig inh	Peg3 imprint	p53ts 39C kill	p53ts 32C kill
Cc1ccc(C)c(S(=O)(=O)c2cn(Cc3ccccc3)c3cc(F)c(F)cc3c2=O)c1	-0.5%	-4%[10.9 µM]	-10%	12%
COc1ccc(C2C(C(=O)c3ccco3)=C(O)C(=O)N2Cc2cccnc2)cc1OC (stereo not drawn)	0.5%	8%	-3%	0%
CC(=O)CCC(=O)NCCc1ccccc1F	3.0%	2%	-6%	-15%
Cc1ccc(NC(=O)c2cccc(Cl)c2)nc1	0.4%	-68%[inhibitor]	-14%	-14%
N#CC(Cc1ccc(OC(F)F)cc1)c1nc2ccccc2[nH]1 (stereo not drawn)	.	.	-6%	?
CCC(=O)N1CCc2cc(S(=O)(=O)NCCC(=O)Nc3cccc(C)c3C)ccc21	0.6%	13%[10.9 µM]	-13%	-2%
O=C(Cn1cc(S(=O)(=O)c2ccc(Cl)cc2)c(=O)c2ccccc21)Nc1ccc2c(c1)OCO2	?	-10%[10.9 µM]	?	-6%
COc1ccccc1C(=O)Nc1c(C(=O)N(C)Cc2ccccc2)sc2nc(C)c(Cl)c(C)c12	?	-15%[10.9 µM]	12%	0%
Cc1ccc(C)c(NS(=O)(=O)c2c(C)nn(C)c2C)c1	-4.9%	1%	-6%	-11%
O=C(C1CCCN(S(=O)(=O)c2cccnc2)C1)N1CCn2c1nc1ccccc12 (stereo not drawn)	-0.3%	-9%	3%	2%
CN1CCN(Cc2c(O)ccc3occ(C(=O)c4ccccc4)c23)CC1	0.5%	-6%	1%	1%
O=C(NCC(O)c1ccccc1)c1cccc(S(=O)(=O)N2CCOCC2)c1 (stereo not drawn)	3.4%	-16%	4%	4%
CC(Cc1ccccc1)C(=O)N1CCN(C)CC1 (stereo not drawn)	.	-7%	-5%	14%
Cc1ccc(-c2nc3ccc(Cl)cn3c2Nc2ccc3c(c2)OCCO3)o1	?	-11%[10.9 µM]	3%	6%
CCc1ccccc1NC(=O)CCn1nc(C)c2c(C)n(-c3ccccc3)nc2c1=O	?	19%[10.9 µM]	-20%	-8%
CN(C)C(=O)c1ccc(-c2ccc3ncnc(N4CCOCC4)c3c2)cc1	-2.6%[11.4 µM]	-7%	-7%	12%
CCOC(=O)/C(C#N)=C1/C=CN(Cc2ccccc2)C=N1	0.8%	-8%	2%	-3%
O=C(Nc1cccc(Cl)c1N1CCCC1)c1cc2ccccc2o1	1.6%	-3%	2%	-12%
CCOc1ccc(CNC(=O)c2cnc(SC)nc2CC)cc1	-0.6%	-14%[10.9 µM]	16%	12%
COC(=O)COC(=O)CC(CC(N)=O)c1ccccc1 (stereo not drawn)	-1.9%	9%	-2%	17%

A few values from the results shown.
Under p53ts 32C kill, COc1ccccc1C(=O)Nc1c(C(=O)N(C)Cc2ccccc2)sc2nc(C)c(Cl)c(C)c12 has 0%
Under p53ts 39C kill, CCOc1ccc(CNC(=O)c2cnc(SC)nc2CC)cc1 has 16%
Under IkB sig inh, O=C(Nc1cccc(Cl)c1N1CCCC1)c1cc2ccccc2o1 has 1.6%
Under p53ts 39C kill, CC(Cc1ccccc1)C(=O)N1CCN(C)CC1 (stereo not drawn) has -5%

Continuation:
Compound	IkB sig inh	Peg3 imprint	p53ts 39C kill	p53ts 32C kill
CC(=O)OC1CC[C@]2(C)C(CC(OC(C)=O)[C@@]3(C)C4=CC(=O)OC(c5ccoc5)[C@]4(C)CCC23)C1(C)C (stereo partly drawn)	.	-36%&-28%&-20%[inhibitor]	29%&13%&22%	33%&30%&17%[activator]
Cn1c(NC(=O)c2ccco2)c(-c2ccccc2Cl)c(=O)c2ccccc21	-4.0%	-7%	-4%	4%
CCc1ccc2nc(N3C(=O)C(O)=C(C(=O)c4ccco4)C3c3cccs3)sc2c1 (stereo not drawn)	.	.	-1%	4%
O=S(=O)(Nc1ccc2nc(C(F)(F)F)[nH]c2c1)c1ccccc1	-2.5%	-12%	5%	6%
Cc1ccc(-n2c(C)cc(/C=N/NC(=O)CC3(C)OCCO3)c2C)cc1	.	.	-8%	7%
Cc1cc(=O)[nH]c(SCC(=O)Nc2nc3c(s2)CCCC3)n1	-0.9%	-15%	2%	7%
CCCC(=O)N(CCN(C(=O)CCC)c1ccccc1)c1ccccc1	.	.	3%	11%
CCCC(=O)Nc1ccccc1OCc1cc(=O)n2cc(C)ccc2n1	-0.3%	-7%[10.9 µM]	-3%	-6%
COc1ccc(-c2cc(C(=O)NCCN3CCOCC3)c3ccccc3n2)c(OC)c1	-0.8%	-5%	-8%	1%
CC1CCCCC1N1CCN(C(=O)c2cccc(F)c2)CC1 (stereo not drawn)	0.5%	-3%	0%	2%
CCN(C(=O)Cn1nc(Cc2ccncc2)c2ccccc2c1=O)c1ccc(OC)cc1	-0.6%	-7%[10.9 µM]	-12%	7%
COc1ccc(OC)c(NC(=O)c2cnc(N3CCCC3)nc2C)c1	?	-7%[10.9 µM]	-17%	3%
CC[C@]1([C@H]2O[C@@H]([C@@H]3O[C@](O)(CO)[C@@H](C)C[C@H]3C)C[C@H]2C)CC[C@@H]([C@]2(C)CC[C@@]3(C[C@@H](O)[C@@H](C)[C@@H]([C@H](C)[C@H](OC)[C@H](C)C(=O)O)O3)O2)O1	-1.3%[25.6 µM]	-1%[16.8 µM]	-11%[20.6 µM]	-6%[20.6 µM]
CN1CCCC2(CCN(S(=O)(=O)c3ccccc3)CC2)C1	1.4%[11.4 µM]	.	4%	-12%
CCOC(=O)c1c(C)[nH]c(CCC(=O)Nc2cc(C)ccc2OC)c1C	?	10%[10.9 µM]	-6%	7%
Nc1nc2n(n1)C(c1ccco1)CC(c1ccccc1)N2 (stereo not drawn)	-1.9%	1%	7%	1%
CCOc1ccc2[nH]c(C)c(CN3CCN(CC)CC3)c(=O)c2c1	-0.1%	24%	-4%	-20%
CCOCCCNc1ncc2c(n1)CC(c1ccc(C)cc1)CC2=O (stereo not drawn)	1.4%	.	10%	-7%
COc1ccc(NS(=O)(=O)c2ccc3[nH]c(=O)ccc3c2)cc1OC	-2.9%	-11%[10.9 µM]	?	84%[activator]
CCc1nn(CCCC(=O)NCc2ccc(C)cc2)c(=O)c2cc3occc3n12	?	-4%[10.9 µM]	-12%	8%

3 entries already listed, sorted by molar mass, falling:
Compound	IkB sig inh	Peg3 imprint	p53ts 39C kill	p53ts 32C kill
CCc1ccc2nc(N3C(=O)C(O)=C(C(=O)c4ccco4)C3c3cccs3)sc2c1 (stereo not drawn)	.	.	-1%	4%
Cc1ccc(-n2c(C)cc(/C=N/NC(=O)CC3(C)OCCO3)c2C)cc1	.	.	-8%	7%
CC1CCCCC1N1CCN(C(=O)c2cccc(F)c2)CC1 (stereo not drawn)	0.5%	-3%	0%	2%

Continuation.
Compound	IkB sig inh	Peg3 imprint	p53ts 39C kill	p53ts 32C kill
Cc1cccc(NC(=O)c2sc3nc(-c4cc5ccc(O)cc5oc4=O)[nH]c(=O)c3c2C)c1	?	-18%[10.9 µM]	-25%	-2%
COC(=O)c1ccc(C(=O)OC)c(NC(=O)c2cnc3n(c2=O)CCS3)c1	.	.	27%	12%
COc1ccc(CCC(=O)NC2CC(=O)N(c3ccc(C)cc3)C2)cc1 (stereo not drawn)	?	20%[10.9 µM]	-5%	-9%
COc1ccc2[nH]c(=O)c(CN(C)C(=O)COc3ccccc3)cc2c1	1.3%	-10%	-3%	7%
CCOC(=O)c1c(NC(=O)CSc2nnnn2CC)sc(C)c1C	0.4%	.	-9%	0%
Cc1ccc2c(c1)N(CCC(=O)NCc1ccc3c(c1)OCO3)C(=O)CO2	0.9%	7%	4%	6%
COCCn1c(=O)c(C)nc2cnc(Oc3ccc(OC)cc3)nc21	2.5%[11.4 µM]	-1%	0%	10%
COc1cc(NS(=O)(=O)c2ccc3oc(=O)c4ncn(C)c4c3c2)cc(OC)c1	3.7%	8%[10.9 µM]	?	-29%
CC1CN(c2c3c(nc4ncnn24)CCCC3)CC(C)O1 (stereo not drawn)	-0.2%	-5%	12%	-1%
C[C@@H](Nc1nc(-c2ccccc2)nc2c1oc1ccccc12)C(=O)O	-0.4%	1%	-3%	-4%
CCCc1cc(-c2[nH]ncc2-c2ccc(C(=O)OCC)o2)c(O)cc1O	?	-12%	-6%	7%
CCOC(=O)c1[nH]c(C)c(C(=O)Nc2ccc(C)c(Cl)c2)c1C	0.2%	-17%	-8%	-4%
Cc1noc(C)c1C(=O)NCCC1=CCCCC1	-1.3%	-19%	0%	8%
O=C(CNC(=O)c1ccccc1F)OCC(=O)N1CCCc2ccccc21	.	.	0%	13%
COc1cc2nc(NC(=O)c3ccc(S(=O)(=O)N4CCCC4)cc3)sc2cc1OC	-1.6%	-11%[10.9 µM]	7%	-2%
Cc1ccc(CNC(=O)c2ccc3c(O)c(S(=O)(=O)c4ccc(Cl)cc4)c(=O)[nH]c3c2)cc1	0.7%	-11%[10.9 µM]	-3%	-2%
COc1ncc2nc(-c3ccc(Cl)cc3)c(=O)n(CCC#N)c2n1	1.2%[11.4 µM]	?	1%	2%
COc1ccc(C(=O)NCCc2ccc(S(N)(=O)=O)cc2)cc1OC	-0.2%	9%	3%	-4%
C=CCn1c(SCC(=O)N2CCOCC2)nc(O)c(Cc2ccccc2)c1=O	0.3%	-8%	11%	3%
Cc1sc2nc(CSc3nnc(Cc4cccs4)n3C3CCCCC3)[nH]c(=O)c2c1C	2.6%	-7%	2%	9%
CC(=O)c1cccc(NC(=O)C2CCN(S(=O)(=O)c3ccccc3)CC2)c1	-0.4%	-6%[10.9 µM]	6%	-1%
CC(=O)Nc1ccc(-c2cc(NC(C)=O)n(-c3ccccc3)n2)cc1	1.7%	-1%	-7%	-4%
CC1CCN(S(=O)(=O)c2ccc3nc(NCc4ccc(F)cc4)ccc3c2)CC1	0.6%	-13%[10.9 µM]	6%	7%
O=C(COC(=O)c1ccc2c(c1)OCCO2)NCc1ccccc1	0.4%	-15%	-18%	8%
CC(=O)N1CCC(N(CCCOC(C)C)C(=O)Nc2ccc(Cl)cc2)CC1	-5.1%	-9%	6%	2%
Cc1ccc(S(=O)(=O)N2CCN(CC(=O)N/N=C\c3cccnc3)CC2)cc1	.	.	-24%	-9%
CCC1=C(OC(=O)N(CC)CC)N2C(=O)OC(=NCC3CC3)[C@]2(C)[C@H]2C1=CC[C@H]1C(=O)NC(=O)[C@H]12	.	-7%	5%	13%
COc1ccccc1CNc1ncncc1-c1cccnc1	0.9%[11.4 µM]	-6%	9%	-4%
COC(=O)CSc1nnc(CCc2nc3ccccc3[nH]2)n1C	-0.1%	3%	-5%	-1%
Cc1cc(C)n(C(=O)c2ccc(C)c(S(=O)(=O)N3CCCC3)c2)n1	-3.1%	-7%	0%	1%
COc1ccccc1CNc1ncnc2c1nnn2Cc1ccccc1	?	-12%	-2%	-8%
CN(C)CCN1C(=O)c2oc3ccccc3c(=O)c2C1c1ccc(F)cc1 (stereo not drawn)	4.6%	4%	6%	-4%
Cc1ccc(S(=O)(=O)c2nc(Nc3nccs3)sc2Cl)cc1	.	.	37%[activator]	48%[activator]
Cc1nc2cnc(OCc3ccccc3)nc2n(C)c1=O	0.2%[11.4 µM]	?	-3%	-8%
Cc1cccc(OCC(=O)Nc2c(C(=O)N3CCN(c4ccccc4F)CC3)oc3ccccc23)c1	?	10%[10.9 µM]	-11%	15%
O=C1N/C(=N/c2ccccn2)SC1Cc1ccccc1 (stereo not drawn)	2.7%	-4%	10%	7%
CCN(C(=O)Cn1cnc2onc(-c3ccc(F)cc3)c2c1=O)c1cc(C)ccc1C	-2.9%	6%[10.9 µM]	-27%	-6%
Cn1ccc2c(OCC(=O)NCc3ccc(F)cc3)cccc2c1=O	1.4%	22%[10.9 µM]	-21%	-3%
Cc1ccc(-c2noc(CCC(=O)Nc3ccccc3C)n2)cc1	3.5%	-18%	-19%	-1%
Cc1cccc(C(=O)Nc2ccc(-c3nc4ncccc4o3)cc2C)c1	-5.7%	3%[10.9 µM]	-9%	2%
COC(=O)C1=C(C)N=C2SCCC(=O)N2C1c1cc(Br)ccc1OC (stereo not drawn)	-1.4%	-23%	-6%	1%
Cc1ccccc1-c1nc(CN2CCC(C(=O)NCCCN3CC(C)CC(C)C3)CC2)c(C)o1 (stereo not drawn)	-0.2%	-4%	8%	-7%
CCc1cccc(NC(=O)Cn2nc(-c3ccc(OC)cc3)ccc2=O)c1	?	-16%[10.9 µM]	-17%	-1%
